All columns: NCI-60 one-dose screen, growth in % after 48 h at 10 µM unless noted; 100 = growth as untreated, 0 = no growth, -100 = all killed.
CAKI-1 – CAKI-1 renal cancer. hit rate 4.7% among 75,000
SNB-75 – SNB-75 CNS cancer. hit rate 5% among 79,000. AID 1794750
RXF 393 – RXF 393 renal cancer cells. hit rate 6.9% among 77,000
A498 – A498 renal cancer cells; hit rate 5.4% among 76,000; AID 1794774
SF-539 – SF-539 CNS cancer; hit rate 6.8% among 81,000
ACHN – ACHN renal cancer; hit rate 4.9% among 81,000
SF-268 – SF-268 CNS cancer cells; hit rate 3.1% among 82,000; AID 1794759
SNB-19 – SNB-19 CNS cancer cells; hit rate 2.5% among 81,000
* marks the source's active call; other numbers are inactive results; x = no result given; & = joins results of further samples; [ ] = another dose, or the depositor's remark. How the source made its calls: active means growth percent below 10; inactive means the rest.

SMILES	CAKI-1	SNB-75	RXF 393	A498	SF-539	ACHN	SF-268	SNB-19
C=C(C[C@@](O)(C(=O)Oc1ccccc1)[C@H](O)CC)c1ccccc1	98	93	102	107	101	109	101	95
C#COc1cccc(Nc2ncnc3ncc(NC(=O)C=C)cc23)c1	67[6.25 µM]	55[6.25 µM]	71[6.25 µM]	84[6.25 µM]	76[6.25 µM]	71[6.25 µM]	77[6.25 µM]	75[6.25 µM]
NCCNC(=O)c1cccc(COc2ccccc2NC(=O)c2cc([N+](=O)[O-])c[nH]2)c1	91	80	103	95	101	97	103	95
N#Cc1ccc(NC(=O)CSc2ccc(-c3ccc(Cl)cc3)nn2)cc1	66	107	93	105	62	65	96	69
c1ccc2nc(NN=C3CCCCC3)ccc2c1	77	88	85	79	88	94	93	100
Nc1cccc2c([N+](=O)[O-])cccc12	96	90	114	96	81	97	77	101
CCOC(=O)/C=C/c1cccc([N+](=O)[O-])c1	123	93	104	95	112	108	96	98
COc1ccc(-c2cn(-c3ccc(Cl)cc3)c(SCC(=O)c3ccc(C)cc3)n2)cc1	85	74	81	88	93	86	90	84
O=[N+]([O-])c1ccc(N=Nc2ccccc2)cc1	93	88	107	90	99	96	90	97
C=CCN(CC=C)C(=O)[C@H](CC)[C@@H]1CC[C@@H](C)[C@@H]([C@H](C)[C@@H](O)[C@@H](C)C(=O)[C@H](CC)C2O[C@]3(C=CC(=O)[C@]4(CC[C@@](C)([C@H]5CC[C@](O)(CC)[C@H](C)O5)O4)O3)[C@H](C)C[C@@H]2C)O1 (some centres undefined)	14	39	21	22	53	5.5*	59	24

Reformatted: results already given.
Structure | CAKI-1 | SNB-75 | RXF 393 | A498 | SF-539 | ACHN | SF-268 | SNB-19
C=C(C[C@@](O)(C(=O)Oc1ccccc1)[C@H](O)CC)c1ccccc1 | 98 | 93 | 102 | 107 | 101 | 109 | 101 | 95
C#COc1cccc(Nc2ncnc3ncc(NC(=O)C=C)cc23)c1 | 67[6.25 µM] | 55[6.25 µM] | 71[6.25 µM] | 84[6.25 µM] | 76[6.25 µM] | 71[6.25 µM] | 77[6.25 µM] | 75[6.25 µM]
NCCNC(=O)c1cccc(COc2ccccc2NC(=O)c2cc([N+](=O)[O-])c[nH]2)c1 | 91 | 80 | 103 | 95 | 101 | 97 | 103 | 95
N#Cc1ccc(NC(=O)CSc2ccc(-c3ccc(Cl)cc3)nn2)cc1 | 66 | 107 | 93 | 105 | 62 | 65 | 96 | 69
c1ccc2nc(NN=C3CCCCC3)ccc2c1 | 77 | 88 | 85 | 79 | 88 | 94 | 93 | 100
Nc1cccc2c([N+](=O)[O-])cccc12 | 96 | 90 | 114 | 96 | 81 | 97 | 77 | 101

Remaining list, next part:
SMILES	CAKI-1	SNB-75	RXF 393	A498	SF-539	ACHN	SF-268	SNB-19
O=C(CCCCl)NCCNc1nccc(Nc2ccc(S(=O)(=O)Nc3ccccn3)cc2)n1	106	118	111	x	107	107	101	99
CCCCCCCCCCC1CO1 (centres undefined)	104	94	103	108	105	109	106	103
Cc1cccc(C)c1NC(=O)CSC(=S)n1cnc2ccccc21	x	96	126	108	90	108	94	110
CN1C(=O)C(=C(/C=C/c2ccccc2)N=NC(/C=C/c2ccccc2)=C2C(=O)N(C)C(=O)N(C)C2=O)C(=O)N(C)C1=O	105	83	108	99	112	88	93	97
c1ccc(Cc2ncnc3nc[nH]c23)cc1	123	74	x	97	107	108	123	103
COC(=O)[C@]12CC[C@@H](C)[C@H](C)[C@H]1[C@H]1C(=O)C[C@@H]3[C@@]4(C)CC[C@H](OC(C)=O)C(C)(C)[C@@H]4CC[C@@]3(C)[C@]1(C)CC2	88	89	98	89	95	93	95	96
CCCCc1nc2c(N)nc3ccccc3c2n1Cc1cccc(CN)c1	14	15	48	16	5.6*	65	49	63
Cc1ccc(C(=O)Nc2ccccc2N)cc1	94	83	85	55	68	88	70	82
Cn1ncc2c(Nc3ccc([N+](=O)[O-])cc3)nc(Cl)nc21	99	57	102	x	84	88	100	93
COc1ccc(-c2nc3ccc(-c4nnc(SCC(=O)Nc5ccccc5)o4)cc3[nH]2)cc1OC	105	115	x	84	94	100	104	110
O=C(NCc1ccccc1)Nc1ncccc1OCc1ccccc1Cl	95	97	98	88	106	102	91	96
CCCCCCCC(CO)CO	99	83	x	76	99	102	103	102
CCOc1cc(N2CCOCC2)c(OCC)cc1N	92	106	137	104	111	116	107	109
CC1=C2CC[C@]2(C)[C@]23OC[C@](C)(C[C@@H]2C1=O)[C@@H]3O	96	103	110	113	103	101	98	101
COc1ccc(S(=O)(=O)Nc2cc(/C=C\c3cc(OC)c(OC)c(OC)c3)cc(OC)c2OC)cc1OC	24	-4.6*	-8.9*	x	-19*	45	38	40
O=C1NN(c2ccccc2)C(c2ccccc2)N2CCC[C@@H]12 (some centres undefined)	x	93	112	109	106	110	93	104
COC(=O)CCCCCC1CCCCC1	97	86	111	147	86	108	97	100
CN(C)CCCNC(=O)/C=C\C(=O)O	105	99	106	115	106	105	102	107
Ic1ccc2ccccc2c1	117	86	111	97	96	100	98	107
CCOC(=O)C1=C(N)Oc2c(sc3c(CC)cccc23)C1c1ccc(F)cc1 (centres undefined)	5.0*	-2.9*	-4.6*	-3.7*	13	34	49	35
Cc1ccc(Cc2cnc(NC(=O)c3ccc(/C=C4\SC(=S)N(C)C4=O)cc3)s2)cc1	38	x	29	107	13	31	39	54
Cc1cc(=O)oc2cc(OCc3cn(CC(O)CO)nn3)ccc12 (centres undefined)	109	132	x	-3.5*	96	105	109	105
O=C(OCCCN1CCCCC1)c1ccccc1	94	88	117	97	107	103	111	108
Oc1ccc(-c2ccccc2)cc1Cl	102	86	121	83	92	101	96	109
COc1c(N2CC3CCCNC3C2)c(F)cc2c(=O)c(C(=O)N/N=C/c3ccccc3)cn(C3CC3)c12 (centres undefined)	92	89	x	75	84	105	85	101
COc1cc(C(=O)Nc2n[nH]c(-c3cccc(Cl)c3)n2)cc(OC)c1OC	x	87	118	87	106	105	99	113
COC(=O)c1ccccc1[N+](=O)[O-]	105	97	116	94	100	108	98	102
COC(=O)/C=C1/Nc2ccc(Cl)cc2C(=O)NC1=O	73&84	95&101	116&101	114&82	95&107	72&87	88&92	97&104
CC[C@]1(C#N)C(=O)C[C@H]2[C@H]1N(C(c1ccccc1)c1ccccc1)C(=O)C(=O)N2c1cccc(C2(C)OCC(C)(C)CO2)c1	94	104	101	91	111	101	99	98
O=c1cc(OCCSC(=S)N2CCOCC2)c2ccccc2o1	95	85	95	75	99	100	92	98
O=C(Cc1ccc(/C=C/C(=O)c2nccn2Cc2ccccc2)cc1)Nc1ccc(F)cc1	58	69	63	91	76	73	56	56
CCCCOc1ccc(Br)cc1	95	101	103	116	109	109	102	101
COc1cc(Cn2c(SCC(=O)NCc3ccc(S(N)(=O)=O)cc3)nc3ccccc3c2=O)cc(OC)c1OC	103	79	98	134	100	103	83	102
N#Cc1c(-c2cccs2)cc(-c2cnccn2)nc1SCC(=O)N/N=C/c1cccs1	30	43	-1.4*	26	9.8*	50	54	48
COc1ccc(Nc2ncccc2C(=O)Nc2nc3ccc(OC)cc3s2)cc1	100	108	93	109	100	99	105	103
CC(=O)Oc1cccc(-n2c(O)c(C=Nc3cccnc3)sc2=S)c1	91	79	97	95	86	95	90	80
CCCCNC(=O)Oc1ccc(/C(=C(/C)Cc2ccc(OC)cc2)c2ccc(OCCN3CCCC3)cc2)cc1	71	70	57	60	86	92	72	79
Cc1ccc2c(n1)C(=O)C(Oc1ccc(C#N)cc1)=CC2=O	98	84	110	x	102	78	88	97
Cc1ccc(/C=C2\CN(C(=O)CCN3CCC(=NO)CC3)C/C(=C\c3ccc(C)cc3)C2=O)cc1	5.5*	x	-78*	47	-18*	-39*	13	7.6*
O=C1CCC(N2Cc3c(NCc4ccc(-c5ccccc5)cc4)cccc3C2=O)C(=O)N1 (centres undefined)	83	86	x	71	58	73	68	56
COc1cc2cn3c4cccnc4[nH]c(=O)c3c2cc1OC	110	96	101	109	103	106	100	101
Cc1ccc(CNc2ccc([N+](=O)[O-])cc2)cc1	78	83	100	79	97	77	99	100
CCCCN(CCCC)CCc1c(C)cc(C)c(CCN(CCCC)CCCC)c1O	40	83	40	x	68	29	50	23
C/C1=C\[C@H](O)C[C@](C)(O)/C=C/[C@H](C(C)C)CC[C@]2(C)O[C@H]2CC1	110	83	133	99	101	101	121	105
O=C(O)C1CC(c2ccccc2)=NN1/C=c1\sc2ncnn2c1=O (centres undefined)	103	97	116	110	104	104	103	107
COc1ccc(OC)c(NC(=O)/C(C#N)=C/c2ccco2)c1	90	82	113	101	95	94	105	94
COc1cccc(NC(=O)Nc2ccc(Nc3nc(C)nc4[nH]c(C)c(C)c34)cc2)c1	x	85	104	107	96	96	82	87
N#Cc1c(N)c2sc(Nc3ccccc3)c(-c3nc4ccccc4s3)c2[nH]c1=S	100	87	112	101	101	88	99	87
CCCCCNC(=O)c1ccc(Cl)cc1Cl	100	109	118	84	99	116	105	102
CCOC(=O)c1ccc2ccc3ccccc3c2c1	80	68	97	69	96	100	94	93

(list continues)
SMILES	CAKI-1	SNB-75	RXF 393	A498	SF-539	ACHN	SF-268	SNB-19
CCN(CC1CN(C(C)(C)c2ccc(OC)cc2)C1)C(=O)c1cc2ccccc2[nH]1	86	73	69	x	86	91	83	85
OCC(O)CNc1ncnc2cc(Cl)ccc12 (centres undefined)	92	88	110	129	101	102	105	119
S=C1SC2=Nc3ccc(Cl)cc3C(c3ccccc3)N2C2=NCCN12 (centres undefined)	90	88	92	114	119	97	106	110
CN(c1ccccc1)S(=O)(=O)c1ccccc1	95	114	115	x	95	111	112	109
Nc1cnc(C(=O)NNc2nc3cc(F)ccc3n3cccc23)cn1	30	87	71	45	34	13	36	36
Cc1ccc(-c2nc(C#N)c(S(=O)(=O)n3nc(-c4ccccc4)cc3N)o2)cc1	-41*	x	85	126	97	25	101	94
CCN(CC)CCc1nc(-c2ccccc2)no1	88&92	72&82	113&75	110&108	109&83	110&83	98&80	94&90
CCC(CC)C(=O)O.[Ag]	89	93	94	89	98	93	102	96
Nc1nccc2c1ccn2-c1ccc(NC(=O)c2ccc(N3CCOCC3)c(C(F)(F)F)c2)cc1	-25*	26	-77*	-9.6*	7.5*	24	18	0.5*
Cc1nc2sc(C(=O)Nc3ccccc3)c(N)c2c(C)c1Br	84	28	80	100	61	50	50	85
N#CCCCCN1CCCC1	x	93	164	13	96	107	105	95
COC1=C(OC)C(=O)C(SCCC(=O)OCCCCCC(C)C)=C(C)C1=O	x	99	x	99	96	101	106	99
NCCNc1ccnc2cc(Cl)ccc12	99	86	90	95	98	93	94	99
Cc1sc2nc(NCCN)[nH]c(=O)c2c1C	100	67	100	92	88	91	91	87
CCCc1ccc(/C=C2\SC(=Nc3ccc(O)c(C(=O)OC)c3)NC2=O)cc1	89	88	97	79	100	96	96	92
COc1ccc(-c2ccc(-c3ccc(C(=N)N)nc3)s2)cc1	-92*	116	66	94	-98*	-100*	-65*	4.3*
CC1=C(C(=O)Nc2ccccc2C)C(c2cccc([N+](=O)[O-])c2)C(C(=O)Nc2ccccc2C)=C(C)N1	76	84	104	106	88	92	81	x
N=C(N)SCc1cccc2ccccc12	77	68	89	63	95	85	96	97
C(=N\Nc1nc2ccccc2s1)/c1cccc2ccccc12	91	101	122	114	98	97	103	105
Cc1ccc2c(C3C(C#N)=C(N)Oc4n[nH]c(C)c43)cc(=O)oc2c1 (centres undefined)	93	89	104	79	96	101	101	98

The final 3 entries of the part before are carried over, then new ones follow.
SMILES	CAKI-1	SNB-75	RXF 393	A498	SF-539	ACHN	SF-268	SNB-19
N=C(N)SCc1cccc2ccccc12	77	68	89	63	95	85	96	97
C(=N\Nc1nc2ccccc2s1)/c1cccc2ccccc12	91	101	122	114	98	97	103	105
Cc1ccc2c(C3C(C#N)=C(N)Oc4n[nH]c(C)c43)cc(=O)oc2c1 (centres undefined)	93	89	104	79	96	101	101	98
COc1ccc2c(c1)/C(=C/c1c(-c3cc(OC)c(OC)c(OC)c3Br)nc3sc(C)cn13)C(=O)N2	x	94	98	76	107	90	111	108
Cc1ccc(CSc2nc(-c3ccc(F)cc3)c(C#N)c(N3CCNCC3)n2)cc1	88	81	112	126	105	104	97	95
CCCCCc1ccc(S(=O)(=O)Nc2cccc(-c3csc(NC(=O)CNCCN(C)C)n3)c2)cc1	87	88	x	77	91	96	79	90
O=C(CSc1nc(-c2ccccc2)cc(=O)[nH]1)c1ccc2ccccc2c1	97	77	102	76	100	97	96	104
NS(=O)(=O)c1ccccc1NC(=O)Nc1nc2ccccc2s1	90	87	98	98	96	99	98	98
COC(=O)[C@H](CC(C)C)NC(=O)NC(=O)NC(=O)CI	-69*	102	64	83	77	37	85	92
CS(C)(C)/C(Nc1ccccc1)=C(\C#N)C(=O)N/N=C/c1ccccc1	98	102	103	101	98	105	100	97
COc1cc(OC)cc(-c2cc(-c3c[nH]c4ccccc34)nc(-c3c[nH]c4ccccc34)c2C#N)c1	91	88	108	97	94	97	100	97
CCOC(=O)c1c(C)c2c(n1C)CSc1cc(C(=O)c3ccccc3)c(=O)[nH]c1-2	66[100 µM]	89[100 µM]	134[100 µM]	88[100 µM]	95[100 µM]	85[100 µM]	91[100 µM]	102[100 µM]
CC(=C(c1ccc(OCCN2CCCC2)cc1)c1ccc(OCCN2CCCC2)cc1)c1ccc(Cl)cc1	27	46	-75*	87	-87*	-73*	-23*	-49*
N=C(Cc1nc(-c2ccc(Cl)cc2)cs1)Sc1ccccc1N	99	86	123	109	105	87	96	97
Nc1nc(N)c(-c2ccc(Cl)c(Cl)c2)c(C=O)n1	98	81	68	91	94	100	106	100
Clc1ccc(/C=N\Nc2ccccn2)c(Cl)c1	78	91	107	133	100	76	106	96
COc1ccc(Nc2ncnc3c2sc2nc(C)cc(C)c23)cc1	99	74	104	91	95	97	94	99
CC(=O)C(=O)Nc1ccccc1	95	97	x	95	101	107	114	103
NS(=O)(=O)c1ccc(N2C(=O)CCC2=O)cc1	91	93	95	118	x	101	106	96
N#Cc1c(Nc2ccc(Cl)cc2)nc2n(c1=O)-c1ccccc1Sc1ccccc1-2	55	64	86	95	89	61	81	72
COc1ccc(/C=N/N=C(\C)c2ccc3c(c2)Nc2ccccc2S3)cc1O	55	66	x	76	67	43	57	64

Compound activity (PubChem)
